Screening data deposited in PubChem by several laboratories.
OXTR agonist: agonists of human oxytocin receptor | P30559 | CHO-OTR cells, Fluo-8 calcium fluorescence; normalized: DMSO 0%, oxytocin 100% | activation, % at 3 µM | 320,000 compounds, 0.32% hits | AID 2435;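 active = activation above the mean of all tested compounds plus 3 SD, cutoff set per screening run, cut at about 20% in these data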;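 note: peak over basal fluorescence ratio from a 100 s FLIPR kinetic read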
GalR3 antagonist: blocks the human galanin receptor 3. 360,000 compounds, 0.44% hits. HEK293 GalR3-CNG cAMP membrane potential fluorescence; galR3 body fused to GalR1 C-terminus. inhibition, % at 3 µM. O60755;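 active = inhibition above the screen-wide average plus 3 SD, cut at about 13% in these data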;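 note: forskolin and galanin both at EC90 stimulate the cells; cAMP rise reported by CNG channel membrane potential dye signal; 0% = forskolin plus galanin with DMSO and 100% = forskolin alone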
Target sequence (O60755 1-299 limits assumed): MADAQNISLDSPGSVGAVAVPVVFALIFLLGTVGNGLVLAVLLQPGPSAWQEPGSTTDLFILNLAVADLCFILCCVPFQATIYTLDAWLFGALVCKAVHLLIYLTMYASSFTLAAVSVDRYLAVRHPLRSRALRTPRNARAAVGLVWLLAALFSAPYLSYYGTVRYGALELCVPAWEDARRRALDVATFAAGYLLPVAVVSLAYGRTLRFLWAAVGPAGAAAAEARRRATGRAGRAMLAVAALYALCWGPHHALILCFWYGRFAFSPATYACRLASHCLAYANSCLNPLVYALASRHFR
FID counter: counter-screen for HCV NS3 helicase inhibitors: DNA intercalator displacement; DNA fluorescent intercalator displacement, fluorescence; inhibition, % at 7.9 µM; 290,000 compounds, 0.17% hits; in the data active = inhibition above about 37%;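 note: 0% = vehicle and 100% = reference compound; higher means more ethidium bromide displaced from hairpin DNA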
GPR7 antagonist: antagonists of human GPR7 (neuropeptides B/W receptor 1); AID 1861; 290,000 compounds, 1.1% hits; inhibition, % at 4.4 µM; GPR7-expressing cells, fluorescence antagonist assay; in the data active = inhibition above about 16%, passing the limit was not always enough;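 note: cells stimulated with the agonist NPW; 0% = agonist with vehicle and 100% = vehicle without agonist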
Target sequence (P48145 whole entry, looked up): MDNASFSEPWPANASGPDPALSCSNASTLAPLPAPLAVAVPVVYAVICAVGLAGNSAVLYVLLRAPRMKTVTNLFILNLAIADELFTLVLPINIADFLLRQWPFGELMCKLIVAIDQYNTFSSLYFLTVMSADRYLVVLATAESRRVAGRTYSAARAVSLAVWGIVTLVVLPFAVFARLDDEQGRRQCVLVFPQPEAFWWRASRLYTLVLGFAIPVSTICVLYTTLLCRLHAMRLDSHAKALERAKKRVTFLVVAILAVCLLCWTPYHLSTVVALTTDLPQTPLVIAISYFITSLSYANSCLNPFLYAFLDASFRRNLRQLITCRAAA
IMP-1 inh: inhibitors of Pseudomonas aeruginosa IMP-1 metallo-beta-lactamase. purified IMP-1, nitrocefin hydrolysis, epi-absorbance fluorescence. inhibition, % at 5.6 µM. 290,000 compounds, 0.45% hits. AID 1556;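 active = inhibition above the mean plus 3 SD of all compounds in the same screening run, cut at about 4.5% in these data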;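 note: 0% = IMP-1 with DMSO and 100% = DMSO wells lacking enzyme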
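System: purified IMP-1; amount: IMP-1 0.2 nM before substrate addition; compound: single dose, 5.6 µM; times: 25 °C, 15 min preincubation, 25 min reaction; signal: Epi-absorbance via hydrolysed-nitrocefin quenching of white-plate fluorescence, 480/530 nm, EDTA stop; benchmarks: DMSO with and without IMP-1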
NS3 helicase inh: inhibitors of Hepatitis C virus NS3 helicase | NS3 helicase DNA unwinding, Cy5 molecular beacon fluorescence | inhibition, % at 10.9 µM | 290,000 compounds, 0.56% hits | AID 1800;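 active = inhibition above the mean of all tested compounds plus 3 SD, set per campaign, cut at about 35% in these data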;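 note: 0% = DMSO wells and 100% = thioflavine S control wells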
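assay system = NS3 helicase fragment of HCV | buffer or medium = MOPS pH 6.5, MgCl2, DTT, Tween20, BSA | timing = 60 min unwinding reaction at 25 °C after ATP addition | signal = Cy5 beacon fluorescence read at start and 1 h | read-out basis = % inhibition of unwinding | control set = low DMSO, high thioflavine S at 110 µM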
VIM-2 inhibitor: blocks Pseudomonas aeruginosa VIM-2 metallo-beta-lactamase; purified VIM-2, nitrocefin hydrolysis, epi-absorbance fluorescence; inhibition, % at 5.6 µM; 290,000 compounds, 0.89% hits;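 active = inhibition above the mean of all tested compounds plus 3 SD, cutoff set per screening run, cut at about 7.5% in these data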;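 note: red hydrolysis product quenches plate fluorescence so inhibitors raise well fluorescence; 0% = enzyme with DMSO and 100% = DMSO without enzyme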
PHOSPHO1 block: PHOSPHO1 (human) inhibition. recombinant PHOSPHO1, absorbance phosphatase assay. Q8TCT1. inhibition, % at 13.3 µM. 290,000 compounds, 1.1% hits; in the data active = inhibition above about 60%
V1R ag counter: activates human V1a receptor in oxytocin agonist counter-screen; activation, % at 3 µM; P37288; CHO-V1R cells, Fluo-8 calcium fluorescence, agonist mode; 0% DMSO, 100% 3 nM vasopressin; 320,000 compounds, 0.25% hits; AID 2797;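 active = activation above the mean activation of all tested compounds plus 3 SD, per screening run, cut at about 20% in these data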;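 note: signal is peak over basal fluorescence ratio across a 100 second FLIPR read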
Target sequence (P37288 whole entry, looked up): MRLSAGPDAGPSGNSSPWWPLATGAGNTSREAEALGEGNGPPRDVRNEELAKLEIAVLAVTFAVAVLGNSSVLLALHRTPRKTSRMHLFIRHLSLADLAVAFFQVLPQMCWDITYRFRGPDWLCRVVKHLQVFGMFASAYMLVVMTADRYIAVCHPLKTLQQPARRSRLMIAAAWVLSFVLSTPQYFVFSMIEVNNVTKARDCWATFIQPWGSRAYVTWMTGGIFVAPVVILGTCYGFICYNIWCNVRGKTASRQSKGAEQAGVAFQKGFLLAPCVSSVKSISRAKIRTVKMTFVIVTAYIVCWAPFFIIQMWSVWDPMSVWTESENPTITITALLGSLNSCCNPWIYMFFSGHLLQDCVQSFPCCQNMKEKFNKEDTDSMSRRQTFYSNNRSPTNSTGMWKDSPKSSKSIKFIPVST
Active calls of the source: *; x = no result given.

SMILES	OXTR agonist	GalR3 antagonist	FID counter	GPR7 antagonist	IMP-1 inh	NS3 helicase inh	VIM-2 inhibitor	PHOSPHO1 block	V1R ag counter
Clc1ccc(-n2nnnc2SCc2cn3ccccc3n2)cc1	-1.1	-4	-10	2	-2.8	-1	-2.4	39	0.2
On1cnnc1-c1ccccc1	1.2	-2	2	-10	-1.5	2	-0.5	2	5.2
CCCCCNc1nc(NCCCO)c(C#N)c2c1CN(C)CC2	0.9	-2	7	-11	-3.9	1	-1.2	17	0.5
Cc1cccc(NC(=S)N2CCn3cccc3C2c2cccnc2)c1 (stereo not given)	-1.6	-5	-6	-4	-2.6	6	-3.3	-6	0.4
C/C(=N/NC(=O)c1ccco1)c1ccc(NC(=O)c2ccc(Br)o2)cc1	0.3	-3	-14	14	-4.4	-15	-4.0	22	0.0
N#Cc1c(-c2ccccc2F)cc(C2CC2)nc1SCC(=O)c1cccs1	2.9	-5	-1	-6	-1.9	-4	0.3	-9	1.8
COc1cnc(-c2ccccc2)[nH]c1=O	0.1	-3	-4	-10	-3.8	17	-2.9	20	1.4
CC(NC(=O)/C(C#N)=C/c1ccc(OCC(=O)O)cc1)c1ccccc1 (stereo not given)	-0.2	-9	-19	18	-1.8	22	1.3	-7	0.8
C=CCNc1nc(N)c(C(=C(C#N)C#N)c2ccc(Br)cc2)s1	1.4	-2	-4	6	-2.7	-5	-1.2	-24	1.1
CC(NCc1ccccc1)c1ccccc1O (stereo not given)	0.2	3	-2	-10	-4.0	2	-3.2	8	0.5
COc1ccc(CC(=O)OC(C)CN2CCCCC2)cc1 (stereo not given)	0.3	2	4	-5	-4.5	2	0.9	41	0.2
Cc1nc(CC(=O)Nc2nccs2)cs1	1.2	3	-2	-3	-2.9	2	-6.1	50	0.2
Cn1cc(C(=O)NS(=O)(=O)Nc2ccc(Br)cc2)c2ccccc21	-0.2	-6	6	-22	-2.3	8	-2.1	23	-0.1
CSCCC1NC2(C(=O)Nc3ccc(Cl)cc32)[C@@H]2C(=O)N(C3CCCC3)C(=O)[C@H]12 (stereo not given in full)	1.4	3	-23	-12	-3.9	0	-5.5	11	1.8
Cc1cccc(C(=O)N2CCCC(c3nc(-c4ccc(F)cc4)no3)C2)c1 (stereo not given)	x	-6	-39	-9	-0.2	-2	-0.6	19	x
Oc1cc2c(cc1C(c1ccc(Br)cc1)N1CCCC1)OCO2 (stereo not given)	x	-1	-4	-14	-2.9	11	-2.7	20	x
COc1cc(C(=O)N2CCC(n3cnc4cc(F)ccc43)CC2)cc(OC)c1OC	-1.0	1	-26	-11	-1.0	10	3.9	-3	0.4
CC(C)(C)C(=O)OCc1nc(-c2ccc(F)cc2)cs1	-3.2	-5	-3	7	-1.0	-8	0.8	-1	0.3
O=C(c1ccc(CS(=O)c2cccc(Cl)c2)o1)N1CCOCC1 (stereo not given)	0.2	-1	-5	4	-0.3	9	-3.1	-11	0.6
O=C(O)CSCC(=O)N1CCN(c2cc(C(F)(F)F)nc3ccccc23)CC1	0.5	-4	-17	-14	-0.7	-1	-0.6	x	0.3
CCOc1ncccc1C(=O)Nc1ccc(Cl)cc1	-2.6	2	-6	0	-6.5	-8	2.8	-10	-0.9
O=c1c2[nH]c3ccc(Br)cc3c2ncn1CCCn1ccnc1	-1.2	-5	13	1	5.9*	-5	5.4	6	0.0
CN(C(=O)C1CCC(CNS(=O)(=O)c2cccc3cccnc23)CC1)C1CCCCC1 (stereo not given)	4.1	-2	-47	-7	-2.2	-8	0.9	48	5.0
CCCc1ncc(CN2CCCCC2C(=O)Nc2ccc(Oc3ccccc3)nc2)cn1 (stereo not given)	-1.0	-2	-32	-1	-3.2	-5	-2.2	10	-1.1
CCOc1ccccc1Nc1nnc(C)c(=O)[nH]1	-0.2	-5	-1	6	-3.8	-7	-3.0	9	1.4

At a glance, some entries already given.
SMILES	OXTR agonist	GalR3 antagonist	FID counter	GPR7 antagonist	IMP-1 inh	NS3 helicase inh	VIM-2 inhibitor	PHOSPHO1 block	V1R ag counter
Clc1ccc(-n2nnnc2SCc2cn3ccccc3n2)cc1	-1.1	-4	-10	2	-2.8	-1	-2.4	39	0.2
On1cnnc1-c1ccccc1	1.2	-2	2	-10	-1.5	2	-0.5	2	5.2
CCCCCNc1nc(NCCCO)c(C#N)c2c1CN(C)CC2	0.9	-2	7	-11	-3.9	1	-1.2	17	0.5
Cc1cccc(NC(=S)N2CCn3cccc3C2c2cccnc2)c1 (stereo not given)	-1.6	-5	-6	-4	-2.6	6	-3.3	-6	0.4
C/C(=N/NC(=O)c1ccco1)c1ccc(NC(=O)c2ccc(Br)o2)cc1	0.3	-3	-14	14	-4.4	-15	-4.0	22	0.0

Following part.
SMILES	OXTR agonist	GalR3 antagonist	FID counter	GPR7 antagonist	IMP-1 inh	NS3 helicase inh	VIM-2 inhibitor	PHOSPHO1 block	V1R ag counter
COCCN(C(=O)CNC(=O)c1ccco1)C(C(=O)NC1CCCC1)c1ccccc1F (stereo not given)	-1.0	-4	-13	-1	-3.9	-5	-3.5	42	0.8
Fc1cc(F)c2nc(N3CCCCC3)sc2c1	-2.2	-6	2	0	-1.0	-1	-1.2	25	-0.8
CC1CCCC(C)N1/N=C/C=C/c1ccccc1[N+](=O)[O-] (stereo not given)	-2.1	-2	-4	5	-4.6	6	-0.2	-6	-1.1
C/C(=N\O)c1noc(C)c1C(=O)Nc1nccs1	0.6	-1	3	-7	0.2	0	12*	13	0.6
CCCc1nc(SCC(=O)Nc2nnc(CC)s2)c2c(C)c(C)sc2n1	1.0	2	-3	-8	-2.6	0	-0.1	15	0.7
COC(=O)c1sc(NC(=O)C(C)c2ccccc2)nc1C (stereo not given)	-2.2	-4	-8	-2	-2.9	1	-3.8	-3	-0.2
COc1cc(OC)c(C#N)c(S(=O)Cc2ccccc2)c1 (stereo not given)	-0.8	3	-3	-10	-3.2	-1	0.7	21	-0.3
c1nc2sc3c(c2c2nnnn12)CCC3	-0.2	3	-1	-5	-1.5	-3	5.1	11	0.8
C#CCOCCOCCOCCNc1nc(N2CCN(C(=O)C(Cc3cc4ccccc4[nH]3)n3cc(C(N)C(C)CC)nn3)CC2)nc(N2CCN(C(=O)C(Cc3cc4ccccc4[nH]3)n3cc(C(N)C(C)CC)nn3)CC2)n1 (stereo not given)	-0.3	x	38*	-3	1.4	-72	0.7	9	0.1
O=C(C1CCCN(Cc2cccnc2)C1)N1CCCCC1 (stereo not given)	-0.2	-5	-2	-13	-3.1	12	-2.1	2	0.4
Cc1nnc(NC(=O)CCC(=O)NC2CCCCCCC2)s1	-0.2	-8	-13	1	-3.6	-1	-2.5	51	7.3
CCC(C)Nc1nc(N)c([N+](=O)[O-])c(NCc2ccccc2)n1 (stereo not given)	x	-10	-14	-17	-0.4	-41	-0.9	5	x
CCCCCOc1ccccc1C(=O)NCCCCCC(=O)O	0.4	-2	-36	1	-1.5	2	-0.8	0	0.8
COc1ccc2cc(C(c3nnnn3C3CCCC3)N3CCOCC3)c3nnnn3c2c1 (stereo not given)	-1.0	-3	-24	4	-2.0	7	2.6	19	-0.4
CCOc1cc(CNCCO)ccc1OCC(=O)NC(C)(C)C	1.3	-4	9	-7	-1.5	15	-0.8	-5	0.5
Cc1ccc(N2C(=O)[C@@H]3[C@H](C2=O)[C@H]2C=CC=NN2[C@@H]3C(=O)Nc2ccc(Cl)cc2)cc1	-0.6	-3	-13	-9	-3.4	14	-2.9	56	-0.5
Cn1c(/C(C#N)=C/Nc2ccccn2)nc2ccccc21	-1.4	-3	-5	-7	-5.2	0	-5.9	9	-1.7
COc1ccc(CNC(=O)c2cc(-c3ccccc3OC)on2)cc1	0.8	x	-14	-2	-2.3	-13	-2.3	6	-0.1
Cc1ccc(-c2nc(C#N)c(N3CCC(C)CC3)o2)cc1	-2.1	-8	-22	-2	-3.1	2	-3.3	44	-0.1
CCCCc1nc2ccc(S(=O)(=O)O)cc2[nH]1	0.1	1	8	-22	-2.7	-6	-3.0	28	-0.4
CC(C)c1ccc(-c2c(C#N)c(N)nc(SCC(=O)N3CCCCCC3)c2C#N)cc1	0.1	0	-2	-6	-5.0	6	-3.9	-60	0.8
COc1cccc(N2CCN(C(=S)Nc3ccccc3)CC2)c1	1.7	-11	-12	-8	-1.3	-1	-0.9	25	2.2
CCNC(=O)c1c(O)c2ccccc2[nH]c1=O	0.2	-2	0	-5	0.7	6	-1.1	20	2.4
O=C(NCCN1CCOCC1)c1ccc(CS(=O)(=O)c2c(Cl)cccc2Cl)o1	0.7	-1	0	-3	-2.9	1	-5.3	-4	0.1
Cn1c(COc2ccccc2)nnc1SCCN1CCOCC1	0.5	-9	5	-5	-4.5	2	-2.7	35	0.3
New compounds follow:
SMILES	OXTR agonist	GalR3 antagonist	FID counter	GPR7 antagonist	IMP-1 inh	NS3 helicase inh	VIM-2 inhibitor	PHOSPHO1 block	V1R ag counter
O=C(CSc1nc(C2CCCCC2)nc2ccccc12)N1CCCC1	-1.7	-2	-20	-2	2.2	0	-1.3	34	-1.4
Cc1ccc(-n2nc(C)c(/C=N/NC(=O)c3cccs3)c2Cl)cc1	-2.1	2	-11	-7	-1.4	-4	-0.6	-21	-1.5
CCn1c(SCC(=O)OC)nc2sc3c(c2c1=O)CCC3	-1.8	-3	-21	-4	-2.7	1	-0.6	9	-1.0
Cc1cc(=O)[nH]c(SCC(=O)NCc2ccco2)n1	-0.2	-4	1	-2	-0.7	10	-2.2	-6	-0.3
N#Cc1cccc(NC(=O)COC(=O)c2ccccc2C(=O)c2ccc(Cl)c([N+](=O)[O-])c2)c1	2.7	-6	-1	-4	-1.2	0	-1.5	3	3.7
CCOc1ccc(C(CC(=O)O)NC(=O)COc2ccccc2)cc1 (stereo not given)	0.0	-4	-15	-2	0.8	13	-1.2	19	0.4
COc1cccc(C(=O)NC(C)c2ccc(-c3ccccc3)cc2)c1OC (stereo not given)	0.4	-11	-39	3	-3.0	1	-1.1	30	3.1
COC(=O)c1sc2cc(C(F)(F)F)cnc2c1-c1ccccc1	-0.9	-8	-6	-18	-2.7	-8	-1.0	-8	-1.0
COc1ccc(CN2CN(S(=O)(=O)c3cccs3)c3nc4ccccc4nc32)cc1	-0.7	-4	3	-12	-2.5	15	-1.9	28	-0.5
CCOC(=O)c1sc(NC(=O)C2C3C=CC(C3)C2C(=O)O)nc1C (stereo not given)	-0.8	-7	-3	1	-0.1	3	-0.1	11	-0.1
Cc1ccc(Cn2c(=N)n(CC(O)c3ccco3)c3ccccc32)cc1 (stereo not given)	3.5	-4	21	8	-4.9	-12	-2.7	-4	2.7
Cc1cc(S(=O)(=O)N2CCN(c3ccccc3O)CC2)c(C)s1	-1.9	x	-11	0	-1.8	-3	-1.9	-4	-1.0
CNC(=O)c1c(Br)cnn1-c1ccc(C)cc1	-1.8	-5	0	-7	-2.0	-2	0.3	46	-1.3
Cc1ncc(CN2CCN(CCC(C)C)C(CCO)C2)s1 (stereo not given)	-0.1	-1	-6	0	-0.7	-3	1.1	30	0.0
CC(C)c1ccc(NC2CCCN(C(=O)c3ccc4nccnc4c3)C2)cc1 (stereo not given)	1.6	-9	-38	-17	-2.5	-1	-2.5	15	2.4

Random draw from the library; about 4.3% have a hit in one of these screens.
